Assay outcomes (PubChem)
Rab9 prom act: activates the Rab9 promoter | Huh7 Rab9 promoter-luciferase reporter, luminescence, 24 h | Potency, µM (top dose mostly 9.22 µM), inactives show at the highest dose activation, negative = inhibition, actives largely listed as activators | 320,000 tested, 2.8% active | AID 485297; note: % of control where 0% means no effect; nearly all actives have a fitted effect of over 60% in size
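Luminescence from Amplite-detected luciferase (10 minutes, ambient) reports Rab9 promoter activation. Before that, stable Rab9-luciferase Huh7 cells (1500/well, reduced-serum OP-MEM I plus 10% FBS) were exposed to compound for 24 hours at 37C.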
RORg inh: blocks mouse ROR gamma transcriptional activity | AID 2551 | Drosophila S2 Gal4-RORgamma UAS-luciferase reporter, 20 h | Potency, µM (doses to about 53.6 µM), for inactives: at the top dose activity change, negative = inhibition, most hits filed as inhibitors | P51450 | 310,000 tested, 5.4% active; note: % is set by controls: 0 for no effect and ±100 for the full control effect; nearly all actives have a fitted effect of over 60% in size
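ROR gamma transcriptional activity was tracked as Gal4-UAS luciferase output in stably transfected Drosophila Schneider cells, with compound added 1 hr before 700 uM copper sulfate induction and a 20 hr ambient-temperature incubation.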
ELG1 genotox: genotoxicity induction in ELG1-luciferase HEK293T cells; HEK293T ELG1-luciferase reporter, luminescence, 16 h; Potency, µM (series often up to 46 µM), without a hit: at the highest dose activity change, positive = activation, hits mostly activators; 330,000 tested, 1.3% active; AID 504466; note: % of control where 0% means no effect; nearly all actives have a fitted effect of over 60% in size
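Reporter readout depends on ELG1 protein level, which increases with genetic stress. After 16 hr compound exposure at 37 °C, luciferase activity was quantified using ONE-Glo.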
BRCA1 expr up: increases BRCA1 expression; AID 624202; Potency, µM (doses to about 46.1 µM), for the others: at the highest dose activation, hits mostly activators; MCF7-BRCA1-FFLuc reporter, luminescence, 48 h; response scale: scaled: vehicle 0%, 10 µM genistein 100%; 380,000 tested, 1.1% active; note: nearly all actives have a fitted effect of over 80% in size; some results filed as inactive show a strong effect at the top dose
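Cells: MCF7-BRCA1-FFLuc, 2000/well. Exposure: 48 h, 37 °C, 5% CO2. Read: luminescence, 15 min post-substrate. Controls: genistein 10 microM (maximal activation), DMSO (neutral).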
FLuc modulator: firefly luciferase modulation, counter-screen for miR-21 project; P08659; purified FLuc, Km substrates, luminescence inhibition; Potency, µM (top dose mostly 57.5 µM), for the others: at the highest dose activity change, negative = inhibition, most hits filed as inhibitors; 360,000 tested, 6.9% active;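 note: plate controls were vehicle for no effect and reference inhibitor for full effect; nearly all actives have a fitted effect of over 55% in size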
Target sequence (P08659 whole entry, looked up): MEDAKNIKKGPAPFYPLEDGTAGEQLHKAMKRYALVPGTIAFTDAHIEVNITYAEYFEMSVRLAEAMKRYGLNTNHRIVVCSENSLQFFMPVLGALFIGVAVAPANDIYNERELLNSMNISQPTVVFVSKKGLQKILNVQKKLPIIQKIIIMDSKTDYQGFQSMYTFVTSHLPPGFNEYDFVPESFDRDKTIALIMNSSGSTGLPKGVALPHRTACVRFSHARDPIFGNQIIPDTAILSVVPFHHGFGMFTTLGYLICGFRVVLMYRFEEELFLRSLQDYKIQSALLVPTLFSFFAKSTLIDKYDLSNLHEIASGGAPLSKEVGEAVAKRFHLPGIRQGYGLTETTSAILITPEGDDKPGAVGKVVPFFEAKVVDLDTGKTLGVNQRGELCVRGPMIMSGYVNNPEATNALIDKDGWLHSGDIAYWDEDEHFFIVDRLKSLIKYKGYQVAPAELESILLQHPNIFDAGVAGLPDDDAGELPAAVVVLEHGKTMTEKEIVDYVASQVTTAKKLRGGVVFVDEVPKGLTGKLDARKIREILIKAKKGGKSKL
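Biochemical qHTS of compounds, final roughly 60 µM downward over six points, against 10 nM purified firefly luciferase using Km concentrations of substrates (10 uM D-luciferin, 10 uM ATP) in Tris acetate pH 7.5 buffer; luminescence output.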
Gal4-VP16 FLuc: inhibits Gal4-VP16 luciferase reporter, ROR gamma counter-screen; Drosophila S2 Gal4-VP16 UAS-luciferase, luminescence, 20 h; Potency, µM (series often up to 53.6 µM), inactives show at the highest dose activity, negative = inhibition, hits mostly inhibitors; 310,000 tested, 3.5% active; AID 2546;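 note: Gal4-VP16 expression switched on by copper sulfate through the metallothionein promoter; % is set by controls: 0 for no effect and ±100 for the full control effect; nearly all actives have a fitted effect of over 50% in size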
p53 reactivation: restores transcriptional activity of mutant p53. H1299 p53-A138V BP100-luciferase reporter, luminescence, 24 h. Potency, µM (highest dose often 92.2 µM), for inactives: top-dose activity change, positive = activation, actives largely listed as activators. AID 504706. 320,000 tested, 0.063% active; note: % of control where 0% means no effect; nearly all actives have a fitted effect of over 45% in size
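H1299 (p53-null), stable ts p53-A138V + BP100-Luc; 1000 cells/well, Opti-MEM/10% FBS; cpd 4 pt, 1:5; 24 h, 37 deg C, 5% CO2; detection reagent 10 min RT; luminescence.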
NPC1 promoter act: activators of NPC1 promoter; Potency, µM (top dose mostly 9.22 µM), without a hit: at the top dose activation, most hits filed as activators; Huh7 NPC1 promoter luciferase reporter, 24 h; AID 485313; 320,000 tested, 2.4% active;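 note: % of control where 0% means no effect; nearly all actives have a fitted effect of over 60% in size; reporter is driven by a mutant NPC1 promoter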
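Luminescence from an NPC1 promoter-driven luciferase reporter in stably transfected Huh7 cells was measured after 24 h compound treatment at 37 °C, followed by 10 min ambient incubation with luciferase detection reagent.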
MBNL1 CUG block: blocks human MBNL1 binding to CUG repeat RNA | Q9NR56 | TR-FRET MBNL1-His/biotin-(CUG)12 binding, 665/545 ratio | Potency, µM (highest dose often 57.5 µM), without a hit: at the highest dose activity change, negative = inhibition, most hits filed as inhibitors | 280,000 tested, 0.036% active; active = well fitted inhibition curve with a large enough effect in the signal ratio, with a control signal flat, not every such curve was filed as active; inconclusive = small, poorly fitted or top-dose-only effect, or effect the other way, or a change in a side signal; inactive = no such curve, though single readings can be large or run the other way; the % refers to the signal ratio; note: % is set by controls: 0 for no effect and ±100 for the full control effect
Target sequence (Q9NR56 whole entry, looked up): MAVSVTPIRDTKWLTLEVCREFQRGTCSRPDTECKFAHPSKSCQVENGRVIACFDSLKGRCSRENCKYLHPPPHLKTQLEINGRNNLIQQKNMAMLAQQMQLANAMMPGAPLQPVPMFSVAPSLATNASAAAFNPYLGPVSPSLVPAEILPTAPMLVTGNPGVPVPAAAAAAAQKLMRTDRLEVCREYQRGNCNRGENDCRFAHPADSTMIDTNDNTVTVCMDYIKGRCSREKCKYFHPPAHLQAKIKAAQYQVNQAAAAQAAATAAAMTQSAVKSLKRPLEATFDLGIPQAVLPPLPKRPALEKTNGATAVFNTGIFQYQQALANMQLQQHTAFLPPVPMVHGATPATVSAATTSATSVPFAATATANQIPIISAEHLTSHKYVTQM
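Inhibition of protein-RNA binding appears as loss of TR-FRET between terbium anti-His antibody on MBNL1-His and streptavidin-XL665 on biotin-(CUG)12. Activity is normalized to buffer-only and uninhibited-complex controls.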
uPA generation: blocks generation of uPA at the cell surface. AID 540303. 330,000 tested, 0.31% active. cell surface uPA generation assay, qHTS. Potency, µM (titrated, usually from 38.3 µM), for the others: top-dose activity change, negative = inhibition, hits mostly inhibitors; active = well fitted inhibition curve with a large enough effect; inconclusive = small, poorly fitted or top-dose-only effect; inactive = no such curve, though single readings can be large or run the other way; tested in mouse RAW 264.7 cells; note: % is set by controls: 0 for no effect and ±100 for the full control effect; nearly all actives have a fitted effect of over 55% in size
* hit, by the source's call; [ ] = remark or other dose. Unless noted, calls come from the whole dose curve; as a rule, active = well fitted curve in the direction sought with a large enough effect; inconclusive = small, poorly fitted or top-dose-only effect, or another doubt; inactive = no such curve, though single readings can be large; an effect the other way counts as inactive or inconclusive. Potency is the fitted concentration of half-maximal effect.

What do the screens show for `COc1cc(Cl)c(C)cc1NC(=O)c1ccc(S(C)(=O)=O)cc1`?
Rab9 prom act: -2%; RORg inh: -3%; ELG1 genotox: 3%; BRCA1 expr up: -4%; FLuc modulator: -6%; Gal4-VP16 FLuc: 13%; p53 reactivation: -4%; NPC1 promoter act: -6%; MBNL1 CUG block: -1%; uPA generation: 28%

What do the screens show for `COc1ccc(C(C)=O)cc1CSc1nnc(Nc2ccc(C)cc2)s1`?
Rab9 prom act: -3%; RORg inh: 20%; ELG1 genotox: -1%; BRCA1 expr up: -45%; FLuc modulator: -4%; Gal4-VP16 FLuc: inconclusive; p53 reactivation: -11%; NPC1 promoter act: 11%; MBNL1 CUG block: 2%; uPA generation: 9%

What do the screens show for `Cc1ccc(-c2nnc(NC(=O)Cc3ccc(F)cc3)o2)c(C)c1`?
Rab9 prom act: -4%; RORg inh: 1.4µM*; ELG1 genotox: -3%; BRCA1 expr up: 8%; FLuc modulator: 0%; Gal4-VP16 FLuc: 1.3µM*; p53 reactivation: 10%; NPC1 promoter act: 0%; MBNL1 CUG block: 56%[activator]; uPA generation: -12%

How did COc1ccc(NS(=O)(=O)c2cc([N+](=O)[O-])ccc2N/N=C\c2c(C)[nH]c3ccccc23)cc1 do in these assays?
Rab9 prom act: 0%; RORg inh: -7%; ELG1 genotox: -1%; BRCA1 expr up: -31%; FLuc modulator: -5%; Gal4-VP16 FLuc: 0%; p53 reactivation: -3%; NPC1 promoter act: -4%; MBNL1 CUG block: 6%; uPA generation: 0%

How did CCOC(=O)c1ccc(NC(=S)NNC(=O)C2(C)CC2(Cl)Cl)cc1 (stereo unspecified) do in these assays?
Rab9 prom act: 2%; RORg inh: 1%; ELG1 genotox: -2%; BRCA1 expr up: 33%; FLuc modulator: inconclusive; Gal4-VP16 FLuc: -9%; p53 reactivation: 16%; NPC1 promoter act: 11%; MBNL1 CUG block: -9%; uPA generation: -3%

What do the screens show for `Cc1ccc(OCC(O)CN2C(=O)NC(C)(C)C2=O)cc1` (stereo unspecified)?
Rab9 prom act: -8%; RORg inh: -39%; ELG1 genotox: 0%; BRCA1 expr up: -11%; FLuc modulator: 4%; Gal4-VP16 FLuc: 3%; p53 reactivation: -3%; NPC1 promoter act: 1%; MBNL1 CUG block: -9%; uPA generation: -4%

How did CC(=O)C1C(c2ccc(Br)cc2)C2C(C)=NN=C2CC1(C)O (stereo unspecified) do in these assays?
Rab9 prom act: 3%; RORg inh: 3%; ELG1 genotox: 0%; BRCA1 expr up: -4%; FLuc modulator: 1%; Gal4-VP16 FLuc: -6%; p53 reactivation: -6%; NPC1 promoter act: -2%; MBNL1 CUG block: -14%; uPA generation: 1%

Results for O=C(c1ccccc1)c1ccc(OCCCCN2CCCCC2)cc1 ?
Rab9 prom act: -2%; RORg inh: -5%; ELG1 genotox: -4%; BRCA1 expr up: -1%; FLuc modulator: 5%; Gal4-VP16 FLuc: 0%; p53 reactivation: 4%; NPC1 promoter act: 0%; MBNL1 CUG block: 3%; uPA generation: 0%

What do the screens show for `CC1Cc2nc(SCC(=O)N3CCN(c4ccccc4)CC3)n(C)c(=O)c2S1` (stereo unspecified)?
Rab9 prom act: -4%; RORg inh: 25%; ELG1 genotox: -27%; BRCA1 expr up: -6%; FLuc modulator: 1%; Gal4-VP16 FLuc: 4%; p53 reactivation: -1%; NPC1 promoter act: 1%; MBNL1 CUG block: 13%; uPA generation: 6%

How did Cc1ccc(CN2CCC(Oc3cccc(C(=O)NCc4cccnc4)c3)CC2)o1 do in these assays?
Rab9 prom act: -19%; RORg inh: -26%; ELG1 genotox: -5%; BRCA1 expr up: -21%; FLuc modulator: -1%; Gal4-VP16 FLuc: -11%; p53 reactivation: 1%; NPC1 promoter act: 12%; MBNL1 CUG block: -3%; uPA generation: -18%

How did CCOC(=O)Cn1nnnc1CN(Cc1ccccc1)Cc1cc2cc(CC)ccc2[nH]c1=O do in these assays?
Rab9 prom act: -7%; RORg inh: 12%; ELG1 genotox: -1%; BRCA1 expr up: -2%; FLuc modulator: 6%; Gal4-VP16 FLuc: 2%; p53 reactivation: -4%; NPC1 promoter act: -2%; MBNL1 CUG block: 5%; uPA generation: -1%

Results for Cc1ccc2c(c1)sc1nc(=O)n(-c3ccccc3)c(=O)n12 ?
Rab9 prom act: 0.32µM*; RORg inh: 9%; ELG1 genotox: inconclusive; BRCA1 expr up: inconclusive; FLuc modulator: inconclusive; Gal4-VP16 FLuc: 29%; p53 reactivation: 26%; NPC1 promoter act: 0.56µM*; uPA generation: -1%

What do the screens show for `O=C(c1ccc(C(F)(F)F)cc1)C1CCCN(C(=O)CN2C(=O)CSC2=O)C1` (stereo unspecified)?
Rab9 prom act: 26%; RORg inh: 24%; ELG1 genotox: 6%; BRCA1 expr up: 85%; FLuc modulator: inconclusive; Gal4-VP16 FLuc: 18%; p53 reactivation: 16%; NPC1 promoter act: 2%; MBNL1 CUG block: 4%; uPA generation: -5%

What do the screens show for `COc1ccc(OC)c(NC(=O)C2CC(=O)N(CCc3ccccc3)C2)c1` (stereo unspecified)?
Rab9 prom act: -2%; RORg inh: 21%; ELG1 genotox: inconclusive; BRCA1 expr up: 1%; FLuc modulator: -5%; Gal4-VP16 FLuc: -2%; p53 reactivation: -3%; NPC1 promoter act: -2%; MBNL1 CUG block: -4%; uPA generation: 1%

What do the screens show for `Cc1ccc2c(c1)N(CC(=O)NC1CCCCC1C)C(=O)CO2` (stereo unspecified)?
Rab9 prom act: 2%; RORg inh: 4%; ELG1 genotox: -1%; BRCA1 expr up: -2%[1.84 µM]; FLuc modulator: 2%; Gal4-VP16 FLuc: 1%; p53 reactivation: -14%; NPC1 promoter act: 0%; MBNL1 CUG block: -11%; uPA generation: -1%

How did COc1ccc(C(=O)CC(=O)c2ccc(C)cc2)c(O)c1 do in these assays?
Rab9 prom act: inconclusive; RORg inh: 10µM*; ELG1 genotox: -1%; BRCA1 expr up: inconclusive; FLuc modulator: 21µM*; Gal4-VP16 FLuc: inconclusive; p53 reactivation: 27%; NPC1 promoter act: inconclusive; MBNL1 CUG block: -1%; uPA generation: -3%

What do the screens show for `COc1ccc(N2CCN(CC(=O)Nc3cc(C)on3)CC2)cc1`?
Rab9 prom act: -2%; RORg inh: -5%; ELG1 genotox: -1%; BRCA1 expr up: -2%; FLuc modulator: -3%; Gal4-VP16 FLuc: -2%; p53 reactivation: -2%; NPC1 promoter act: 1%; MBNL1 CUG block: 5%; uPA generation: -2%

What do the screens show for `Cn1c2ccccc2c2cc(/C=N/NC(=O)c3ccccc3F)ccc21`?
Rab9 prom act: 13%; RORg inh: inconclusive; ELG1 genotox: -11%; BRCA1 expr up: -10%; FLuc modulator: 7.6µM*; Gal4-VP16 FLuc: inconclusive; p53 reactivation: 1%; NPC1 promoter act: -10%; MBNL1 CUG block: 381%[activator]; uPA generation: inconclusive

How did COc1ccc2c(C=O)cn(C)c2c1 do in these assays?
Rab9 prom act: -3%; RORg inh: 2%; ELG1 genotox: -4%; BRCA1 expr up: -12%; FLuc modulator: -3%; Gal4-VP16 FLuc: -1%; p53 reactivation: 2%; NPC1 promoter act: 0%; MBNL1 CUG block: -5%; uPA generation: -5%

Results for CCNC(=O)c1ccc(C2SCC(=O)N2CCc2ccccc2)cc1 (stereo unspecified) ?
Rab9 prom act: 1%; RORg inh: 29%; ELG1 genotox: -2%; BRCA1 expr up: -13%; FLuc modulator: -5%; Gal4-VP16 FLuc: -2%; p53 reactivation: -9%; NPC1 promoter act: 1%; MBNL1 CUG block: -4%; uPA generation: -2%

Results for O=C(Nn1cnc2ccccc2c1=O)C1CCCCC1 ?
Rab9 prom act: -2%; RORg inh: 12%; ELG1 genotox: -6%; BRCA1 expr up: 4%; FLuc modulator: 1%; Gal4-VP16 FLuc: 1%; p53 reactivation: 13%; NPC1 promoter act: -2%; MBNL1 CUG block: 4%; uPA generation: 6%

What do the screens show for `NS(=O)(=O)c1ccc(NC(=O)CCC(=O)c2cccs2)cc1`?
Rab9 prom act: 7%; RORg inh: -16%; ELG1 genotox: 0%; BRCA1 expr up: 0%; FLuc modulator: -5%; Gal4-VP16 FLuc: -3%; p53 reactivation: 2%; NPC1 promoter act: 5%; MBNL1 CUG block: -4%; uPA generation: -4%

Results for COc1ccc(-c2noc(CN(C)S(=O)(=O)c3ccc(Cl)cc3)n2)cc1OC ?
Rab9 prom act: -1%; RORg inh: -9%; ELG1 genotox: -21%; BRCA1 expr up: -26%; FLuc modulator: -1%; Gal4-VP16 FLuc: -3%; p53 reactivation: inconclusive; NPC1 promoter act: -3%; MBNL1 CUG block: -1%

Random excerpt: 2 entries already listed.
What do the screens show for `COc1ccc(N2CCN(CC(=O)Nc3cc(C)on3)CC2)cc1`?
Rab9 prom act: -2%; RORg inh: -5%; ELG1 genotox: -1%; BRCA1 expr up: -2%; FLuc modulator: -3%; Gal4-VP16 FLuc: -2%; p53 reactivation: -2%; NPC1 promoter act: 1%; MBNL1 CUG block: 5%; uPA generation: -2%

What do the screens show for `Cc1ccc2c(c1)N(CC(=O)NC1CCCCC1C)C(=O)CO2` (stereo unspecified)?
Rab9 prom act: 2%; RORg inh: 4%; ELG1 genotox: -1%; BRCA1 expr up: -2%[1.84 µM]; FLuc modulator: 2%; Gal4-VP16 FLuc: 1%; p53 reactivation: -14%; NPC1 promoter act: 0%; MBNL1 CUG block: -11%; uPA generation: -1%
